Screening results (PubChem BioAssay)
MEP2 TOR yeast – modulators of TOR pathway MEP2-GFP in S. cerevisiae | S. cerevisiae MEP2-GFP strain, flow cytometry GFP, 3 h; 100% = DMSO control level | actives 0.51% (n = 330,000) | AID 2016 | GFP response vs DMSO, % at 10 µM;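 active means GFP response versus DMSO above a set limit, roughly screen mean plus 3 SD, cut at about 180% in these data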;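 further: median GFP fluorescence of the barcode-gated MEP2-GFP cells per well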
CIT2-GFP yeast – yeast TOR pathway CIT2-GFP modulation; AID 2029; S. cerevisiae CIT2-GFP strain, flow cytometry, 3 h; 100 means same as DMSO wells; GFP response vs DMSO, % at 10 µM; actives 0.065% (n = 320,000);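 active means GFP response relative to DMSO above a set limit, near the screen mean plus 3 SD, cut at about 150% in these data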;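 further: ratio of well median GFP fluorescence to mean of DMSO wells on the plate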
AHR activator – activates the human aryl hydrocarbon receptor; activation, % at 5 µM; P35869; AHR-responsive luciferase reporter cells, luminescence; actives 2.5% (n = 320,000); in the data active means activation above about 47%;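 further: 0% = vehicle wells and 100% = reference agonist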
RPL19A-GFP yeast – yeast TOR pathway RPL19A-GFP modulation; actives 0.3% (n = 330,000); S. cerevisiae RPL19A-GFP strain, flow cytometry, 3 h; active compounds read low; percent response vs DMSO, % at 10 µM; AID 2025;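 active means percent response vs DMSO below 50%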;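 further: median channel GFP fluorescence of the barcoded RPL19A-GFP strain; ratio of sample median GFP to plate DMSO average so 100% = DMSO; lower means less RPL19A-GFP as with rapamycin TOR inhibition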
AGP1-GFP MLPCN – alters AGP1-GFP fluorescence in TOR pathway yeast screen; S. cerevisiae AGP1-GFP multiplex flow cytometry, 3 h; GFP as percent of DMSO wells; actives 0.02% (n = 320,000); GFP response vs DMSO, % at 10 µM;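 active means GFP response relative to DMSO above a set limit, near screen average plus 3 SD, cut at about 150% in these data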;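 further: median GFP channel fluorescence of the gated AGP1 strain per well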
procasp7 counter – counter-screen for procaspase-3 activators: activators of human procaspase-7 | actives 0.093% (n = 330,000) | recombinant procaspase-7, Ac-DEVD-pNA absorbance 405 nm; D23A/D198A/D206A triple mutant, cannot self-cleave; scale: DMSO 0, 5 µM enzyme 100 | activation, % at 8.5 µM;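 active means percent activation above the screen-wide mean plus 3 SD, cut at about 25% in these data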
Target sequence (P55210 whole entry D23A/D198A/D206A): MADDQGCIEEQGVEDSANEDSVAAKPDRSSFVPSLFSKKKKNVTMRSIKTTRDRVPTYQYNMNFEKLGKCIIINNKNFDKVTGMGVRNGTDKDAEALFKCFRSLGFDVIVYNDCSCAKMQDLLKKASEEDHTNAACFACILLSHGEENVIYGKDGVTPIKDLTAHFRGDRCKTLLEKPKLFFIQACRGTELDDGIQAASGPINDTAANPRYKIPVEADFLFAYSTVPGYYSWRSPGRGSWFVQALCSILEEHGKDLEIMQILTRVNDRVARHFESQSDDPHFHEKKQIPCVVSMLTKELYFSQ
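Material: Procaspase-7 triple mutant (PC-7 D3A) | Quantity: 2 µM procaspase-7 mutant as dispensed | Reagent: DEVD-pNA substrate | Times: 1 h preincubation, 2 h reaction | Technique: 405 nm absorbance of p-nitroaniline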
procasp3 activ – activates human procaspase-3; P42574; recombinant procaspase-3 D3A, Ac-DEVD-pNA absorbance 405 nm; activation, % at 8.5 µM; actives 0.11% (n = 330,000); AID 463141;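 active means activation above the mean of all tested compounds plus 3 SD, cut at about 21% in these data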;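 further: 0% = DMSO alone and 100% = DMSO wells spiked with extra 5 µM PC-3 D3A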
Target sequence (P42574 whole entry D9A/D28A/D175A): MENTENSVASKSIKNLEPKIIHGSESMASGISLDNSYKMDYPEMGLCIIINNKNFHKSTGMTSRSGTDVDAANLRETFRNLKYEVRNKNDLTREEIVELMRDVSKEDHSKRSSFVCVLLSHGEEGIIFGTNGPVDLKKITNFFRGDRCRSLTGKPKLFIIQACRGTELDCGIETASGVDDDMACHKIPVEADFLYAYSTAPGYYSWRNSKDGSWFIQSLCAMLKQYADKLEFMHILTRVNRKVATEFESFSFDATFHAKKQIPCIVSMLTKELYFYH
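Technique: 405 nm absorbance of p-nitroaniline, reads at 0 and 120 min; Test system: Procaspase-3 D3A mutant; Incubation: 1 h enzyme-compound preincubation, then 2 h substrate reaction, 25 °C; Repeats: singlicate, each compound tested once; Benchmarks: low control DMSO wells, high control DMSO plus 5 µM PC-3 D3A.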
LAP4-GFP MLPCN – alters LAP4-GFP fluorescence in TOR pathway yeast screen | S. cerevisiae LAP4-GFP multiplex, flow cytometry GFP, 3 h; median GFP as percent of DMSO wells | GFP response vs DMSO, % at 10 µM | actives 0.34% (n = 320,000);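 active means GFP response vs DMSO above a set limit, about the screen mean plus 3 SD, cut at about 150% in these data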
* = called active by the depositor; x = no result given; [ ] = dose if it differs, or a comment.

Codes – A = MEP2 TOR yeast; B = CIT2-GFP yeast; C = AHR activator; D = RPL19A-GFP yeast; E = AGP1-GFP MLPCN; F = procasp7 counter; G = procasp3 activ; H = LAP4-GFP MLPCN
smiles: COc1ccc(CNC(=O)c2ccc(CS(=O)Cc3cccc(Cl)c3)o2)cc1 (stereo not drawn)
  A: 106; B: 103; C: 2; D: 102; E: 96; F: 5; G: 3; H: 97
smiles: COc1ccc(-c2[nH]c3ccccc3c2SCCNC(=O)c2ccccc2)cc1
  A: 662*; B: 148; C: 26; D: 66; E: 140; F: -13; G: 3; H: 217*
smiles: COc1ccc(CC(=O)n2[nH]c(=O)ccc2=O)cc1OC
  A: 94; B: 97; C: 0; D: 95; E: 100; F: -32; G: -15; H: 103
smiles: Cc1ccc(CSc2nnc3ccc(-c4ccncc4)nn23)cc1
  A: 93; B: 96; C: 7; D: 98; E: 101; F: 3; G: 4; H: 106
smiles: CCN1/C(=C2/SC(=S)N(C)C2=O)C=Cc2cc(C)ccc21
  A: 103; B: 93; C: -2; D: 98; E: 101; F: 0; G: 0; H: 95
smiles: CN(C)C(/C=C/Nc1ccc(O)cc1)=C(C#N)C#N
  A: 110; B: 97; C: 2; D: 98; E: 99; F: -20; G: -14; H: 102
smiles: CN(CC(=O)Nc1cc(S(=O)(=O)N2CCCC2)ccc1Cl)Cc1ccc2c(c1)OCO2
  A: 96; B: 95; C: -2; D: 95; E: 90; F: -7; G: 2; H: 96
smiles: COC(=O)C1CCN(C(=O)CN2C(=O)NC3(CCC(C)CC3)C2=O)CC1 (stereo not drawn)
  A: 107; B: 105; C: -1; D: 98; E: 106; F: 9; G: 1; H: 99
smiles: CCCC(C)c1nnc(NC(=O)C2CCCO2)s1 (stereo not drawn)
  A: 114; B: 101; C: 1; D: 103; E: 114; F: -11; G: -1; H: 110
smiles: O=C(CCCN1C(=O)c2cccc3cccc(c23)C1=O)NCCN1CCOCC1
  A: 112; B: 108; C: 1; D: 100; E: 104; F: 11; G: 4; H: 97
smiles: COCCN1C(=O)N(c2cccc(OC)c2)C(=O)C1CC(=O)Nc1ccc(OC)cc1 (stereo not drawn)
  A: 104; B: 108; C: -2; D: 101; E: 107; F: 0; G: -3; H: 94
smiles: Cc1ccc(NC(=O)c2cccs2)cc1S(=O)(=O)Nc1cccc(Cl)c1
  A: 104; B: 95; C: 11; D: 99; E: 93; F: 1; G: 5; H: 88
smiles: O=C(Oc1ccc(Cl)c(Cl)c1)C1=CC=CN2CCS(=O)(=O)N=C12
  A: 105; B: 110; C: 1; D: 99; E: 97; F: 8; G: 15; H: 94
smiles: COc1ccccc1NS(=O)(=O)c1cccc(C(=O)NCC(C)(C)N2CCOCC2)c1
  A: 110[may fluoresce green]; B: 104[may fluoresce green]; C: 1; D: 99[may fluoresce green]; E: 98[may fluoresce green]; F: 4; G: 1; H: 99[may fluoresce green]
smiles: CC(=O)c1c(C(=O)O)[nH]c(C(=O)O)c1C
  A: 100; B: 100; C: -1; D: 107; E: 105; F: 3; G: 2; H: 106
smiles: COc1ccc(N(CC(=O)NCc2ccco2)S(C)(=O)=O)cc1Cl
  A: 101; B: 98; C: -1; D: 102; E: 105; F: 5; G: 6; H: 100
smiles: CCN(C(=O)CSc1ncnc2c1cnn2-c1ccccc1)C1CCS(=O)(=O)C1 (stereo not drawn)
  A: 93; B: 86; C: -1; D: 91; E: 90; F: 0; G: 2; H: 95
smiles: COc1ccc(CN=CC2=C(O)CNC2=O)cc1
  A: 100; B: 101; C: 0; D: 97; E: 97; F: 8; G: -1; H: 97
smiles: CCN1CCN(c2ccc(NC(=O)c3cc(OC)c(OC)c(OC)c3)cc2)CC1
  A: 95; B: 106; C: -2; D: 101; E: 104; F: 1; G: -2; H: 92
smiles: O=C(NC1CCCC1)C(c1ccncc1)N(C(=O)c1csnn1)c1cccc(F)c1 (stereo not drawn)
  A: 106; B: 98; C: -1; D: 100; E: 101; F: 0; G: 8; H: 99
smiles: Cc1c(C(=O)N/N=C/c2ccccc2)[nH]c2ccc(Cl)cc12
  A: 105; B: 104; C: 27; D: 104; E: 99; F: 1; G: 4; H: 91
smiles: Cc1cc(C)cc(C(=O)NC(CC(N)=O)c2ccc(NC3CCCCCCC3)c([N+](=O)[O-])c2)c1 (stereo not drawn)
  A: 89; B: 68; C: 1; D: 94; E: 76; F: -3; G: -2; H: 106
smiles: Cc1cc(C)n(C2CCCCC2OC(=O)c2ccccc2F)n1 (stereo not drawn)
  A: 97; B: 96; C: -1; D: 102; E: 102; F: -6; G: 6; H: 97
smiles: CCc1cc(C(=O)OC)c(NC(=O)CC2Nc3cc(C)c(C)cc3NC2=O)s1 (stereo not drawn)
  A: 103; B: 99; C: 1; D: 98; E: 99; F: -2; G: 3; H: 93
smiles: COc1cccc(OCCNc2cc(N3CCCCC3)ccc2[N+](=O)[O-])c1
  A: 97; B: 93; C: 10; D: 94; E: 97; F: 2; G: -2; H: 98
smiles: COc1ccc(N2C(=O)N3[C@H](c4ccc(Br)cc4)[C@@H]4C(=O)N(C(C)(C)C)C(=O)[C@@H]4[C@]3(Cc3ccccc3)C2=O)cc1
  A: 97; B: 101; C: -2; D: 99; E: 92; F: -8; G: -6; H: 130
smiles: CC(C)c1ccc(C2NC(C(=O)O)CS2)cc1 (stereo not drawn)
  A: 101; B: 86; C: -1; D: 100; E: 103; F: 2; G: 2; H: 96
smiles: N#CC(C#N)=C(Nc1ccc(F)cc1)SCc1cccc(F)c1
  A: 101; B: 106; C: 19; D: 105; E: 99; F: 6; G: -6; H: 103
smiles: COC(=O)c1sc(-c2ccc(C(C)(C)C)cc2)cc1NC(=O)c1ccccc1C(=O)O
  A: 95; B: 89; C: -6; D: 93; E: 98; F: 6; G: 2; H: 107
smiles: Cc1ccc(S(=O)(=O)NNc2nc3ccccc3nc2C(F)(F)F)cc1
  A: 97; B: 98; C: 9; D: 110; E: 105; F: -30; G: -21; H: 106
smiles: O=C(Nc1ccncc1)c1ccc(Cl)c(S(=O)(=O)N2CCCCC2)c1
  A: 113; B: 113; C: -1; D: 108; E: 118; F: 1; G: 9; H: 115
smiles: Cc1onc(-c2ccccc2Cl)c1C(=O)OCC(=O)c1ccc[nH]1
  A: 93; B: 91; C: -4; D: 99; E: 111; F: -1; G: 9; H: 112
smiles: c1ccc2c(c1)CC(CN1CCNCC1)O2 (stereo not drawn)
  A: 108; B: 108; C: x; D: 103; E: 105; F: x; G: x; H: 99
smiles: Cc1cc(C)n2nc(Sc3ncccc3[N+](=O)[O-])nc2n1
  A: 95; B: 98; C: 0; D: 99; E: 105; F: 9; G: 1; H: 105
smiles: C=CCN1C(=O)C(Cc2ccc(OC)cc2)S/C1=N\N=C\c1cccs1 (stereo not drawn)
  A: 102; B: 108; C: 0; D: 102; E: 102; F: 13; G: 0; H: 103
smiles: CCn1c(SCC(=O)N(C(C)C)C(C)C)nnc1-c1cc2ccccc2cc1O
  A: 102; B: 103; C: 4; D: 100; E: 99; F: -7; G: 4; H: 88
smiles: CCc1nc(SCC(=O)N2CCc3cc(OC)c(OC)cc3C2)c(C#N)cc1C
  A: 98; B: 87; C: 7; D: 98; E: 91; F: -14; G: -15; H: 94
smiles: O=[N+]([O-])c1ccccc1OCCCOc1cccc2cccnc12
  A: 105; B: 96; C: 14; D: 98; E: 94; F: -5; G: 9; H: 103
smiles: c1ccc2c(c1)CCc1snnc1-2
  A: 105; B: 102; C: 3; D: 107; E: 97; F: 6; G: 3; H: 88
smiles: Cc1ccccc1-c1cc(-c2ccccc2O)n[nH]1
  A: 100; B: 89; C: 112*; D: 95; E: 90; F: -5; G: 2; H: 112
smiles: Cc1ccc(S(=O)(=O)CCC(=O)Oc2ccc3c(C)cc(=O)oc3c2)cc1
  A: 90; B: 98; C: -4; D: 94; E: 105; F: 17; G: 21; H: 103
smiles: O=C(CCc1ccccc1)NCc1ccccc1
  A: 106; B: 98; C: 4; D: 100; E: 102; F: 4; G: -4; H: 100
smiles: CS(=O)(=O)N(CC(=O)O)c1ccc(Oc2ccccc2)cc1
  A: 100; B: 98; C: -1; D: 101; E: 100; F: -3; G: 11; H: 102
smiles: O=C(CNC(=O)c1ccccc1)OC1CCCCC1
  A: 101; B: 96; C: 2; D: 104; E: 96; F: 1; G: 9; H: 94
smiles: CCCCNC(=O)c1onc(CSc2ccc(F)cc2)c1C(=O)NCCCC
  A: 95; B: 101; C: 0; D: 101; E: 83; F: 3; G: -2; H: 121
smiles: COCCC(=O)N1CCCC(C(=O)c2ccc(Oc3ccccc3)cc2)C1 (stereo not drawn)
  A: 103; B: 102; C: 0; D: 89; E: 105; F: -5; G: 3; H: 108
smiles: Cc1cc(C(=O)Nc2ccccc2C(=O)N2CCCCC2)ccc1[N+](=O)[O-]
  A: 101; B: 97; C: 19; D: 103; E: 109; F: -7; G: -11; H: 102
smiles: O=C(Cn1nc(C(F)(F)F)c2c1CCC2)N1CCN(c2ccccc2)CC1
  A: 101; B: 100; C: -1; D: 100; E: 105; F: 1; G: 6; H: 104
smiles: COc1ccccc1CCC(=O)OCc1csc(CC(=O)Nc2ccccc2C)n1
  A: 96; B: 84; C: 1; D: 93; E: 82; F: -5; G: 0; H: 84
smiles: COc1ccc(Cl)cc1NC(=O)COC(C)=O
  A: 103; B: 109; C: 1; D: 102; E: 107; F: 10; G: 15; H: 111

Ordered by formula weight (smallest number first): some entries from above.
Codes – A = MEP2 TOR yeast; B = CIT2-GFP yeast; C = AHR activator; D = RPL19A-GFP yeast; E = AGP1-GFP MLPCN; F = procasp7 counter; G = procasp3 activ; H = LAP4-GFP MLPCN
smiles: c1ccc2c(c1)CCc1snnc1-2
  A: 105; B: 102; C: 3; D: 107; E: 97; F: 6; G: 3; H: 88
smiles: c1ccc2c(c1)CC(CN1CCNCC1)O2 (stereo not drawn)
  A: 108; B: 108; C: x; D: 103; E: 105; F: x; G: x; H: 99
smiles: Cc1cc(C)n2nc(Sc3ncccc3[N+](=O)[O-])nc2n1
  A: 95; B: 98; C: 0; D: 99; E: 105; F: 9; G: 1; H: 105
smiles: N#CC(C#N)=C(Nc1ccc(F)cc1)SCc1cccc(F)c1
  A: 101; B: 106; C: 19; D: 105; E: 99; F: 6; G: -6; H: 103

New compounds follow:
Codes – A = MEP2 TOR yeast; B = CIT2-GFP yeast; C = AHR activator; D = RPL19A-GFP yeast; E = AGP1-GFP MLPCN; F = procasp7 counter; G = procasp3 activ; H = LAP4-GFP MLPCN
smiles: O=C(/C=C(\c1ccc(Cl)cc1)n1cncn1)c1ccc(Cl)cc1
  A: 101; B: 96; C: 6; D: 97; E: 96; F: -1; G: 8; H: 102
smiles: COCc1cc(C)nc(SCC(=O)NCC2CCCO2)c1C#N (stereo not drawn)
  A: 104; B: 110; C: -1; D: 85; E: 103; F: -7; G: 4; H: 94
smiles: COc1ccc(C(c2nnnn2CCc2ccccc2)N2CCN(C3CCCC3)CC2)cc1 (stereo not drawn)
  A: 105; B: 100; C: 0; D: 101; E: 104; F: -9; G: 3; H: 98
smiles: COc1ccccc1C/C(N)=N/OC(=O)COc1cccc2ccccc12
  A: 94; B: 102; C: 30; D: 92; E: 58; F: -1; G: 8; H: 111
